CSN deneddyl inh – CSN deneddylation inhibition; 360,000 compounds, 0.38% hits; AID 651999; Purified CSN, SCF-Nedd8-OG deneddylation, fluorescence polarization; inhibition, % at 12.5 µM; Q92905;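 active means pattern-corrected inhibition above about 35%, with an unprinted fluorescence ratio check between 0.5 and 1.5, limit read from the data, passing the limit was not always enough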;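 further: 0% = enzyme with substrate and 100% = substrate without enzyme; some results filed as inactive read as strong as hits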
Target sequence (Q92905 whole entry, looked up, one chain of several): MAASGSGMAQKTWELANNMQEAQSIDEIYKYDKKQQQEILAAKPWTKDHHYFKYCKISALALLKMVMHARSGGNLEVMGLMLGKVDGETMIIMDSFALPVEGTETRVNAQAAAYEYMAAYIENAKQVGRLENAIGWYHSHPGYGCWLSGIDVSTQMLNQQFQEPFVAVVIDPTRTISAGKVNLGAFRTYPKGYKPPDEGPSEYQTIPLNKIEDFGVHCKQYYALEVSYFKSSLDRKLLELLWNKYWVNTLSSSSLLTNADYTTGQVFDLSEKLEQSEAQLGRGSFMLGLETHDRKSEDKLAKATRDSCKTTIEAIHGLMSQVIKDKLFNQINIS
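assay system = purified human Csn5 enzyme expressed in HEK293T cells | amount = 0.24 nM enzyme | buffer or medium = Tris/NaCl/DTT buffer, pH 7.5 | reagent = 10 nM SCFSkp2-Nedd8OG | compound = one concentration, 12.5 µM, 0.25% DMSO | times = 90 min reaction at room temperature | signal = FP | read-out basis = % inhibition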
DNMT1 block – blocks human DNA methyltransferase DNMT1; 360,000 compounds, 0.83% hits; DNMT1 molecular beacon, Hinp1I cleavage, fluorescence; inhibition (reported as % activation of signal), % at 10 µM; P26358; AID 588458; in the data active means inhibition above about 50%
Scp-1 inhibitor – Scp-1 (human) phosphatase inhibition | 340,000 compounds, 0.88% hits | Recombinant Scp1, phosphopeptide, malachite green phosphate absorbance | inhibition, % at 20 µM | Q9GZU7;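 active means inhibition above about 50% at 20 µM, limit read from the data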;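 further: plate controls were DMSO wells with enzyme for no effect and wells lacking enzyme for full effect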
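Times: enzyme reaction 45 min at room temperature, colour 5 min, stabilisation 30 min. Material: SCP-1 catalytic fragment, aa 76-261. Medium: Acidic Tris acetate buffer with magnesium and detergent. Signal: colorimetric free-phosphate detection, absorbance 630 nm. Read-out basis: % inhibition of SCP-1 phosphate liberation. Reagent: Phosphorylated 17-residue peptide substrate.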
SUMO1 PPI mod – SUMO1-SIM interaction modulation. inhibition, % at 20 µM. P63165. SUMO1 binding to a labelled peptide, TR-FRET, 1 h. 360,000 compounds, 0.33% hits; in the data active means inhibition above about 37%
Target sequence (P63165 whole entry, looked up): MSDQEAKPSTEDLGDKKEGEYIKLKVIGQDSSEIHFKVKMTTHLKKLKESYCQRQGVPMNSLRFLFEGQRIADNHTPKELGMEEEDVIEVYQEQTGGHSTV
LMPTP inh – LMPTP (human) inhibition; P24666; recombinant LMPTP-A, OMFP fluorogenic substrate, fluorescence intensity; inhibition, % at 20 µM; 360,000 compounds, 0.22% hits; AID 651560;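 active means compounds that cut the enzyme signal by at least half of the control window in the single-dose screen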;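 further: plate controls were DMSO wells with enzyme plus substrate for no effect and substrate without enzyme for full effect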
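Test system: LMPTP-A, protein tyrosine phosphatase of low molecular weight; Input: 0.625 nM enzyme; Incubation: 50 min dark incubation at room temperature; Signal: endpoint fluorescence intensity from OMFP dephosphorylation; Read-out basis: % inhibition versus control wells.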
NadD inh – inhibitors of Staphylococcus aureus NadD. purified NadD enzyme, colorimetric absorbance read-out. AID 602399. inhibition, % at 20 µM. 360,000 compounds, 0.78% hits; in the data active means inhibition above about 26%; further: some compounds past the cut are filed as inactive
Rpn11 block – blocks the human proteasome subunit Rpn11; human 26S proteasome, Ub4-pepOG fluorescence polarization; 20S core pre-blocked with epoxomicin; O00487; 360,000 compounds, 0.59% hits; calls only at 20 µM;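 active means inhibition at 20 µM, scaled to each plate's controls, above about 33%, limit read from the data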
Neddylation inh – blocks human cullin neddylation. P61081+Q13564. TR-FRET cullin neddylation, biochemical. calls only at 25 µM. 360,000 compounds, 0.58% hits. AID 651699; in the data active means inhibition above about 36%
STEP block – inhibitors of human striatal-enriched phosphatase STEP; 360,000 compounds, 0.25% hits; inhibition, % at 20 µM; P54829; recombinant STEP, OMFP fluorogenic substrate, fluorescence;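 active means inhibition at 20 µM, scaled per plate between control wells, above about 37%, limit read from the data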;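 further: 0% = DMSO with enzyme and substrate and 100% = substrate only without enzyme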
Target sequence (P54829 whole entry, looked up): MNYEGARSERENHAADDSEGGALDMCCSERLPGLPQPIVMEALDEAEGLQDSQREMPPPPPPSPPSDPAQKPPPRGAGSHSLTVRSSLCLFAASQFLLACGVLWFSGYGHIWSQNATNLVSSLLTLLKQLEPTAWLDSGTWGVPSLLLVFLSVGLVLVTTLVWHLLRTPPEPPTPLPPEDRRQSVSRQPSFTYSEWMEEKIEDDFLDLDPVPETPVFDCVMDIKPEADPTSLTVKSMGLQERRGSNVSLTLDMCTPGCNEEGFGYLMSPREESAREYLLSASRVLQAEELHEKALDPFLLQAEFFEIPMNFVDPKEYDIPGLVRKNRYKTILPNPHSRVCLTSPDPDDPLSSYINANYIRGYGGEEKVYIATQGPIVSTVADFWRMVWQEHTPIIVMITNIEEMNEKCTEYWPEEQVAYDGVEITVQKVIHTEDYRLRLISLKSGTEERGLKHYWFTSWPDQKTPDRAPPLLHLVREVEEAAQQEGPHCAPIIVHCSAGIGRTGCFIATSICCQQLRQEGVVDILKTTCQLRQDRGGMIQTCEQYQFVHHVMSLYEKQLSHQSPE
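System: isolated STEP enzyme; schedule: 20 min enzyme reaction at room temperature, protected from light; medium: Bis-Tris buffer pH 6.0, 2.5 mM DTT, 0.005% Tween 20; signal: fluorescence, 480/540 nm; dosing: single compound dose of 20 µM, 1% DMSO final; also added: OMFP substrate, 25 µM final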
Rin1 Abl inh – blocks binding of human Rin1 to Abl; P00519+Q13671; inhibition, % at 7.35 µM; AID 588664; TR-FRET Rin1/Abl binding, biochemical; 360,000 compounds, 0.4% hits; in the data active means inhibition above about 5%, passing the limit was not always enough
* = called active by the depositor; i = inactive; . = no result given; + = active, no number.

SMILES	CSN deneddyl inh	DNMT1 block	Scp-1 inhibitor	SUMO1 PPI mod	LMPTP inh	NadD inh	Rpn11 block	Neddylation inh	STEP block	Rin1 Abl inh
COc1ccc(CNC(=O)CC(C)S(=O)(=O)c2ccc3c(c2)NC(=O)CO3)cc1 (stereo not given)	-4	-2	-4	-3	-1.1	4	i	i	-4	6
CCOC(=O)N1CCN(S(=O)(=O)N2CCCC(C(=O)NCc3ccc(OC)cc3OC)C2)CC1 (stereo not given)	2	4	-9	3	-1.6	-9	i	i	-4	1
CCOC(=O)C1CCN(C(=O)c2cc(S(=O)(=O)N3CCCCCC3)ccc2OC)CC1	3	-1	46	-2	-1.1	0	i	i	1	0
O=[N+]([O-])c1ccc(S(=O)(=O)NCC(c2cccnc2)N2CCc3ccccc3C2)cc1 (stereo not given)	3	-3	-7	-21	1.1	7	i	i	1	2
Cc1ccc(NC(=O)N/C=C/c2ccccc2)cc1	4	-6	-10	-2	-0.7	0	i	i	0	0
CCOc1ccc(CCNC(=O)COC(=O)c2cccs2)cc1OCC	-1	1	1	0	-1.3	-2	i	i	4	-3
COc1ccc(-c2nc3ccc([N+](=O)[O-])cc3o2)cc1	-15	-4	-5	-6	3.6	4	i	i	1	3
OCCC#Cc1c(-c2ccsc2)sc2ccccc12	4	-16	-1	-3	1.6	-12	i	i	0	-2
C[C@@H]1CN([C@H](C)CO)C(=O)CCCn2cc(nn2)CO[C@H]1CN(C)C(=O)Nc1cccc(C(F)(F)F)c1	2	6	.	2	-2.4	-5	i	i	-2	2
CCOC(=O)c1c(OCCO)nn(-c2ccc(Cl)cc2)c1N	-12	0	-4	-3	-0.7	-3	i	i	-1	0
CC(C)c1ccc(NC(=O)C(c2ccccc2)N2CCC3(CC2)OCCO3)cc1 (stereo not given)	5	-8	-7	-2	-0.7	-3	i	i	-3	3
O=C(Cc1ccc(S(=O)(=O)N2CCOCC2)s1)Oc1ccc(F)cc1	-1	2	-5	-2	0.0	-2	i	i	-2	1
Cc1ccc(C(=O)Oc2csc(=S)n2C(=O)c2ccc(C)cc2)cc1	4	2	-12	-31	3.9	4	i	i	8	6
COCC(=O)N(Cc1cc2cccc(C)c2[nH]c1=O)c1ccccc1	3	4	-9	-5	-0.8	0	i	i	-6	3
Cc1c(NC(=O)CSc2nc3ccc(Cl)cc3[nH]2)c(=O)n(-c2ccccc2)n1C	-1	-1	1	2	-1.6	0	i	i	1	1
COc1ccc(S(=O)(=O)N2CCOC2CNC(=O)C(=O)NCCCN2CCOCC2)cc1OC (stereo not given)	2	1	-5	-1	-2.8	0	i	i	-1	0
Oc1ccc(/C=C/c2nc(-c3ccccc3O)n(-c3ccccc3)n2)cc1	-4	-18	-9	-9	1.5	10	i	.	-1	-1
CCCCc1ccc(NC(=O)COc2ccc(C(=O)Nc3ccccc3OCC)cc2)cc1	-4	4	-3	-4	-0.5	0	i	i	1	-2
Cc1ccccc1OC1C(=O)N(CC2CCCO2)C1c1ccc2c(c1)OCO2 (stereo not given)	-3	0	-4	-1	-0.7	-2	i	i	-1	-1
Cc1[nH][nH]c(=O)c1C=NCc1cccnc1	-1	3	-4	-1	-1.7	-2	i	i	4	2
COC(=O)c1ccccc1NC(=O)NC1CCN(Cc2ccccc2)CC1	-8	1	6	-2	-0.9	-2	i	i	2	-3
CCC1CCCCN1Cc1ccc(OC)c(C)c1C (stereo not given)	0	2	-6	1	-0.3	-2	i	i	3	3
CC(C)=NNc1cnnc2ccc([N+](=O)[O-])cc12	0	-16	.	-1	7.5	28	i	i	1	-3
COc1ccc(N(CC(O)CN2C(=O)NC(C)(C)C2=O)S(=O)(=O)c2ccccc2)cc1 (stereo not given)	0	-1	-2	-1	-0.7	-1	i	i	-1	-1
CCOc1ccc(N2C(=O)CC(N3CCN(c4ccc(F)cc4)CC3)C2=O)cc1 (stereo not given)	0	0	-2	4	-2.1	-2	i	i	-4	1
C=CCN(c1ccccc1)S(=O)(=O)c1cccc(C(=O)O)c1	8	2	5	-3	-0.9	-5	i	i	0	3
O=C(Cn1nnc2ccccc2c1=O)NC1CCCc2ccccc21 (stereo not given)	0	0	-3	-13	0.1	-3	i	i	0	3
O=CN1CCN(C(=O)Cc2ccc(Cl)cc2)CC1	-3	2	.	5	-2.0	-7	i	i	-2	-2
O=C(C1CCC1)N1CCN(c2ccnc3cc(Cl)ccc23)CC1	-1	-1	-11	-8	1.8	-6	i	i	2	0
O=C(COC(=O)C1CC1)Nc1ccc(OC(F)F)cc1	2	2	0	0	-0.5	6	i	i	-2	5
CNC(=O)NC(=O)COC(=O)c1cccc(S(=O)(=O)N2CC3(C)CC2CC(C)(C)C3)c1 (stereo not given)	-6	0	-2	-2	0.9	-1	i	i	1	4
COCC(C)n1c(C)cc(C(=O)CSc2nnc(Nc3ccccc3F)s2)c1C (stereo not given)	-1	-1	-1	3	0.4	-13	i	i	6	2
Nc1nnc(SCC(=O)c2cccc([N+](=O)[O-])c2)s1	-6	0	-6	-22	0.7	-6	i	i	-2	0
CC(=O)c1c(C(C)=O)c(C)n(-c2ccc3ncccc3c2)c1C	2	-5	-3	3	0.8	-3	i	i	-1	1
C=C[C@H]1C(O[C@@H]2O[C@H](CO)[C@@H](O)[C@H](O)[C@H]2O)OC=C2C(=O)N3CCc4cc(OC)c(O)cc4[C@H]3C[C@H]21 (stereo not given in full)	-1	4	1	2	0.9	-4	i	i	-1	-2
O=C(CNc1ccc(F)cc1)N/N=C1\CCc2ccccc21	-13	-2	-11	-2	0.6	3	i	i	3	3
COc1cccc(-c2ccc3nnc(SCC(=O)N4CCOCC4)n3n2)c1	0	0	-2	-24	0.0	-2	i	i	2	-2
Cc1cc(SCC(=O)NCCCN2CCCC2=O)nc2ccccc12	12	1	-12	4	-0.2	3	i	i	0	0
Cn1cccc1C(=O)NS(=O)(=O)c1ccccc1Cl	-5	1	-4	-1	0.5	-8	i	i	0	3
Oc1ccc(-c2nc3ncccn3c2Nc2ccc3c(c2)OCCO3)cc1	-2	-9	-2	-13	1.3	14	i	i	-2	0
CN(c1ccc(C(=O)NCc2ccncc2)cc1)S(C)(=O)=O	-6	-4	-2	0	-1.3	-2	i	i	-6	4
CCc1ccc(OC2(C)CCN(Cc3ccccc3OC(F)F)C2)cc1 (stereo not given)	1	10	.	0	-0.8	-7	i	i	0	-1
O=C(Nc1ccccc1Cl)C1CCCN(c2ncnc3c2nc2n3CCCCC2)C1 (stereo not given)	1	0	-8	2	-1.7	-3	i	i	-2	1
COc1ccc(N2C(=O)CC(Nc3ccc(C(=O)O)cc3)C2=O)cc1OC (stereo not given)	0	1	-3	-4	-0.3	-2	i	i	6	0
CC1(C)O[C@@H](CC(=O)O)[C@]23CO[C@H](C(=O)[C@]4(C)C2CC[C@@]2(C)[C@H](c5ccoc5)OC(=O)C5O[C@]524)[C@@H]13 (stereo not given in full)	2	-3	-8	0	-0.2	0	i	i	1	0
Cc1ccc2c(COC(=O)c3ccc(C)c(C)c3)cc(=O)oc2c1	0	36	-5	3	0.3	22	i	i	0	-2
O=C(NCCc1ccc(F)cc1)c1ccc2c(=O)n3c(nc2c1)CCC3	-4	-1	-2	4	0.9	-2	i	i	1	-4
N#CCCOC1(C#CCN2CCCC2)CCCCC1	-2	1	9	-4	-0.1	7	i	i	1	-1
CN(C)c1ccc(/C=C/c2c([N+](=O)[O-])c(=O)n(C)c(=O)n2C)cc1	2	1	0	-39	0.6	-7	i	+	1	-12
CCCCC(=O)Nc1ncc(S(=O)(=O)c2ccc([N+](=O)[O-])cc2)s1	3	1	-8	-15	-1.6	-2	i	i	1	3
COc1ccc(NC(=O)c2ccccc2NC(=O)COc2ccccc2)cc1	17	55*	-2	3	0.1	3	i	i	0	0
COc1ccc(NC(=O)c2ccccc2NC(=O)CSc2ccc(Cl)cc2)cc1	-3	8	-2	-2	-3.0	0	i	i	-6	2
COc1ccc2sc(-c3ccccc3OC)c(C#CCCO)c2c1	-1	-4	11	-4	3.6	-2	i	i	-4	-1
COc1ccc(NC(=O)Nc2ccncc2)c(OC)c1	-3	0	-8	-1	3.3	-6	i	i	2	0
CN(C)c1ccc(CNC(=O)c2cc(S(=O)(=O)N3CCOCC3)cn2C)cc1	0	-2	-3	4	-0.9	-1	i	i	6	2
Cc1ccc(N(Cc2ccccc2)C(=O)c2cc(S(=O)(=O)N3CCOCC3)ccc2F)cc1	8	1	-13	-1	1.0	-7	+	i	2	4
Cc1noc(C)c1COc1ccccc1C(=O)NC(C)c1ccc(F)cc1 (stereo not given)	-1	-2	-4	1	-0.8	0	i	i	-1	0
O=C(NCC(c1cccs1)N1CCOCC1)c1ccco1 (stereo not given)	2	1	-20	-1	-2.0	0	i	i	7	-3
O=C1C=C(c2ccc(OC(F)(F)F)cc2)C[C@@H](c2ccc(F)cc2)C1	3	3	-5	-8	4.3	6	i	i	2	0
Cc1cccc(N(Cc2nnc3n2CCCCC3)C(=O)Nc2ccccc2)c1	-2	2	-5	-2	-1.9	2	i	i	5	1
COc1ccc(S(=O)(=O)NCCc2ccco2)cc1OC	-2	1	2	4	-0.3	1	i	i	-2	1
COc1ccccc1C(=O)NCC(=O)OCc1ccc(Br)cc1	-9	-3	-4	-1	-1.5	-5	i	i	1	-5

Molecules listed so far that have a nitro group on carbon:
SMILES	CSN deneddyl inh	DNMT1 block	Scp-1 inhibitor	SUMO1 PPI mod	LMPTP inh	NadD inh	Rpn11 block	Neddylation inh	STEP block	Rin1 Abl inh
O=[N+]([O-])c1ccc(S(=O)(=O)NCC(c2cccnc2)N2CCc3ccccc3C2)cc1 (stereo not given)	3	-3	-7	-21	1.1	7	i	i	1	2
COc1ccc(-c2nc3ccc([N+](=O)[O-])cc3o2)cc1	-15	-4	-5	-6	3.6	4	i	i	1	3
CC(C)=NNc1cnnc2ccc([N+](=O)[O-])cc12	0	-16	.	-1	7.5	28	i	i	1	-3
Nc1nnc(SCC(=O)c2cccc([N+](=O)[O-])c2)s1	-6	0	-6	-22	0.7	-6	i	i	-2	0
CN(C)c1ccc(/C=C/c2c([N+](=O)[O-])c(=O)n(C)c(=O)n2C)cc1	2	1	0	-39	0.6	-7	i	+	1	-12
CCCCC(=O)Nc1ncc(S(=O)(=O)c2ccc([N+](=O)[O-])cc2)s1	3	1	-8	-15	-1.6	-2	i	i	1	3

Screens (PubChem)
